Bioassay records from PubChem.
N370S GC = N370S glucocerebrosidase modulation, Gaucher chaperone candidate; Potency, µM (series often up to 59.4 µM), without a hit: at the highest dose activity change, negative = inhibition, actives largely listed as inhibitors; 330,000 tested, 0.092% active; N370S GC spleen homogenate, 4MU-glucoside fluorescence; P04062; AID 2101;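 also: 0% = full enzyme activity and -100% = no enzyme basal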
FEN1 inh = human FEN1 inhibition; P39748; Recombinant FEN1 flap cleavage, fluorescence, 15 min; Potency, µM (titrated, usually from 114 µM), for the others: top-dose activity change, negative = inhibition, actives largely listed as inhibitors; 390,000 tested, 0.35% active; also: nearly all actives have a fitted effect of over 65% in size
Target sequence (P39748 whole entry, looked up): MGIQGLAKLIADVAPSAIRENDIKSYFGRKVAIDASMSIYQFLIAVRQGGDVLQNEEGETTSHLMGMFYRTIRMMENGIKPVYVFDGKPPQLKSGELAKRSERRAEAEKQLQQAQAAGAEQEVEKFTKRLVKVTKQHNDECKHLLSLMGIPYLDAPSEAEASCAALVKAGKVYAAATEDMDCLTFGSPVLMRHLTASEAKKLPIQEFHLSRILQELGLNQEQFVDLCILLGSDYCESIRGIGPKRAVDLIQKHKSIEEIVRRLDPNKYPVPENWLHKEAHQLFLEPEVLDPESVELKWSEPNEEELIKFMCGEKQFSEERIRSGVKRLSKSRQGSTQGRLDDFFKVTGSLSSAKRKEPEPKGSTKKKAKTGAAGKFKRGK
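FEN1 at 10 nM preincubated with compounds 15 min at room temperature, then flap DNA substrate added at 50 nM final. Signal read at 0 and 15 min; concentration-response fitted with four-parameter Hill equation.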
TDP1 block = blocks human tyrosyl-DNA phosphodiesterase 1; Q9NUW8; recombinant TDP1, AlphaScreen DNA substrate cleavage; Potency, µM (series often up to 130 µM), for the others: at the top dose activity change, negative = inhibition, most hits filed as inhibitors; 350,000 tested, 0.28% active; also: nearly all actives have a fitted effect of over 40% in size
Target sequence (Q9NUW8 whole entry, looked up): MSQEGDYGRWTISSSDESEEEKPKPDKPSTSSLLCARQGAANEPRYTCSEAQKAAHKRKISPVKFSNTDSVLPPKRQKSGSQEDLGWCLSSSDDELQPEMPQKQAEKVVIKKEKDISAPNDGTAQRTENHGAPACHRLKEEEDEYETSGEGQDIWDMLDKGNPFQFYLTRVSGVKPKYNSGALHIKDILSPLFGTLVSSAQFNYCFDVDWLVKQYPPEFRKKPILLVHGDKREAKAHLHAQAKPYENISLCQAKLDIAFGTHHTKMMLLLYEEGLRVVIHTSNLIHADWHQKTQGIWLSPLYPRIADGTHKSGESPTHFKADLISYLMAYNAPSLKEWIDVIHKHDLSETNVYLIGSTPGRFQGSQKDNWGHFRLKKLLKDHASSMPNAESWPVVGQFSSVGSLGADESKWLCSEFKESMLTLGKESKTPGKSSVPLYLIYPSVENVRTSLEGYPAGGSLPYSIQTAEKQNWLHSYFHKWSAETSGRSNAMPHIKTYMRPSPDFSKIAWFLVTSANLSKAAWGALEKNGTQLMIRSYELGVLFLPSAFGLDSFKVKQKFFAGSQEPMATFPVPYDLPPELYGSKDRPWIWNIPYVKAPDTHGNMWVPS
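Compounds were preincubated with Tdp1 (1 nM final) for 15 min at room temperature before substrate (15 nM final) started a 5 min reaction; beads (10 ug/ml final) were then added for 10 min before AlphaScreen detection.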
* = called active by the depositor; ? = inconclusive; . = no result given; & = joins results of further samples; [ ] = another dose, or the depositor's remark. Calls follow the shape of the dose curve; as a rule, active = well fitted curve in the direction sought with a large enough effect; inconclusive = small, poorly fitted or top-dose-only effect, or another doubt; inactive = no such curve, though single readings can be large; an effect the other way counts as inactive or inconclusive. Unless noted, % is scaled to controls: 0 for no effect and ±100 for the full control effect; potency is read from the fitted curve at half-maximal effect.

SMILES	N370S GC	FEN1 inh	TDP1 block
COc1ccc(S(=O)(=O)NCC2CCCN(C(=O)c3occc3C)C2)cc1 (stereo not given)	3%	-1%	4%
O=C(Cc1ccccc1[N+](=O)[O-])N1CCc2ccccc2C1	7%	1%	-3%
CCOC(=O)C1CCN(CC(O)COCc2cccs2)CC1 (stereo not given)	-1%	1%	3%
Cc1cc(OC(=O)c2cccc(Cl)c2)c([N+](=O)[O-])c(=O)[nH]1	-5%	5%	6%
COc1ccc(NC2=CC(=O)CC(C)(C)C2)cc1OC	3%	-7%	1%
CCOc1ccccc1NC(=O)CSc1nc(=O)n(CCCN2CCOCC2)c2c1CCCC2	-27%	2%	0%
CC(=O)Nc1cccc(Nc2nc(-c3cccs3)nc3ccccc23)c1	?	-8%	4%
C/C(=N\OCC(=O)OCC(=O)NCc1ccccc1)c1ccc2c(c1)OCO2	0%	-1%	0%
COc1ccc(OC2C(O)COC2/C=C/C#Cc2ccccc2)cc1 (stereo not given)	-3%[12.8 µM]	.	3%[21 µM]
Cc1cc(NC(=O)CSc2nc(=O)n3cc(Cl)ccc3n2)no1	-2%	-3%	1%
CCC(C)(C)n1nnnc1C(c1ccc(C)cc1)N1CCC(C)CC1 (stereo not given)	1%	-16%	1%
O=C(Nc1ccccc1)N1CCC(C(=O)N2CCN(Cc3ccccc3)CC2)CC1	.	-1%	-1%
CCn1cc2nc(SCC(=O)Nc3ccccc3F)n(Cc3ccccc3)c(=O)c2n1	?	-2%	1%
CCc1ccc(S(=O)(=O)c2nnn3c2nc(NCCc2ccccc2)c2sccc23)cc1	.	-9%	3%
NC(=O)c1ccccc1NC(=O)Nc1cccc2ccccc12	-2%	2%	-5%
O=C1[C@H]2CCC=C[C@H]2[C@H](c2cccc(Br)c2)N1Cc1ccccc1	29%[89.1 µM]	?	-1%[56.1 µM]
CC(C(=O)N1CCCc2ccccc21)N1C(=O)c2ccccc2C1=O (stereo not given)	-5%	-2%	1%[56.1 µM]
COc1ccc(NC(=O)COC(=O)CCCC2=NS(=O)(=O)c3ccccc3N2)cc1	-7%	19%	1%
CCn1cc(CNC(=O)c2cccc([N+](=O)[O-])c2)cn1	2%	1%	0%
CCc1cc(C(=O)OC)c(NC(=O)c2cc(Br)cs2)s1	-11%	1%	-1%
CC1CN(S(=O)(=O)c2ccc(C(=O)Nc3nncs3)cc2)CC(C)O1 (stereo not given)	.	-11%	0%
CC(C)CCNC(=O)C1CCC(Cn2c(=O)c3sccc3n(CC(=O)NC(C)C)c2=O)CC1 (stereo not given)	.	-1%	10%
CCCOc1ccccc1N/C(N)=N/c1nc(C)cc(C)n1	-14%	12%	-3%
Cc1ccc(-c2cc(NC(=O)CSc3n[nH]c(N)n3)n(-c3ccccc3)n2)cc1	0%	-8%	11%
CCN(CC)C(=O)C(C)OC(=O)COc1ccc(Cl)cc1C (stereo not given)	3%	-1%	-2%
COc1ccccc1-c1noc(-c2ccc(NCc3ccccc3)c([N+](=O)[O-])c2)n1	.	-14%	-3%
CCN1C(=O)c2cccc3c(S(=O)(=O)N(C(=O)c4cccnc4)c4ccc(OC)cc4)ccc1c23	-17%	-8%	-3%
CC(C)(C)c1ccc(/C=C/C(=O)O)s1	-5%	10%	5%
O=c1nc2s/c(=C\c3ccco3)c(=O)n2nc1Cc1ccc(F)cc1	-6%	?	?
CCCCCCOC(=O)c1ccc(NC(=O)c2cc(OC)c(OC)c(OC)c2Br)cc1	-22%	-10%	-1%
O=C(CN1C(=O)CSc2ncccc21)Nc1cccc(Cl)c1	3%	-3%	.
CCC(=O)OCC(=O)C1(OC(=O)CC)C(C)CC2C3CCC4=CC(=O)C=CC4(C)C3(Cl)C(O)CC21C (stereo not given)	-5%	.	8%
O=C1[C@H]2[C@@H](C(=O)N1c1cccc3ccccc13)C1(C(=O)c3ccccc3C1=O)N1CCC[C@@H]21	4%	-14%	-7%
CC(=O)N1CCN(S(=O)(=O)c2cccc(C(=O)Nc3cc(C(F)(F)F)ccc3N3CCOCC3)c2)CC1	-11%	2%	2%
CC1CCN(C(=O)CSc2nnc(Cc3cc(=O)[nH]c(=O)[nH]3)n2-c2ccc(Cl)cc2)CC1	0%	13%&0%	5%
Clc1ccc2c(c1)[C@H]1OCC[C@H]1[C@@H](c1ccco1)N2	3%	-6%	5%
COc1ccccc1C(=O)COC(=O)c1cccc(-n2cnnn2)c1	.	-15%	-1%
Cc1ccc2c(c1)Oc1ccc(NC(=O)CCl)cc1C(=O)N2	9%	10%	2%
O=C(COC(=O)CNC(=O)c1ccco1)Nc1ncc(Cl)cc1Cl	.	12%	-2%
O=C(CSc1ccc2nnc(-c3ccccn3)n2n1)Nc1cccc(F)c1	1%	-6%	0%

Arranged by length of the SMILES (smallest number first): some entries from above.
SMILES	N370S GC	FEN1 inh	TDP1 block
CCN(CC)C(=O)C(C)OC(=O)COc1ccc(Cl)cc1C (stereo not given)	3%	-1%	-2%
COc1ccccc1-c1noc(-c2ccc(NCc3ccccc3)c([N+](=O)[O-])c2)n1	.	-14%	-3%
CCC(=O)OCC(=O)C1(OC(=O)CC)C(C)CC2C3CCC4=CC(=O)C=CC4(C)C3(Cl)C(O)CC21C (stereo not given)	-5%	.	8%

The listing continues.
SMILES	N370S GC	FEN1 inh	TDP1 block
CCOC(=O)c1cc2c(=O)n3ccccc3nc2n(CCCOC)c1=NC(=O)c1c(-c2c(F)cccc2Cl)noc1C	.	-2%	6%
O=C(O)/C=C/c1nc(-c2ccccc2)n2ccccc12	27%	-15%	-5%
Cc1coc(C)c1C(=O)Nc1ccc2ccccc2c1	0%	-11%	5%
CCN(CC)c1cc(C)c2cc(NC(=O)c3cccc(OC)c3OC)ccc2n1	.	-3%	0%
Cc1ccc(S(=O)(=O)N2CCC(C(=O)OCC(=O)NC3(C#N)CCCCC3)CC2)cc1C	0%	-19%	0%
Cc1nn(S(=O)(=O)c2ccccc2)c(C)c1Sc1ccc([N+](=O)[O-])cc1	2%	-6%	8%
CCOc1ccccc1NC(=O)CCNS(=O)(=O)c1cccc2nonc12	-5%	0%&-16%	4%&-12%
CN(C(=O)c1ccc(NC(=O)Cc2cccc(NC(=O)C3CCN(C(=O)C4CCCC4)CC3)c2)cc1)C1CCCC1	.	1%	9%
Cc1ccc(N2CCN(S(=O)(=O)c3nnc(NC(=O)c4cccc(F)c4)s3)CC2)cc1	.	19%	-1%
COCCN=C1Sc2nc3ccc(C)cc3cc2CN1Cc1cccs1	3%	-2%	-5%
O=C(CN(c1ccc(Cl)cc1)S(=O)(=O)c1ccccc1)N1CCN(c2ccccc2)CC1	5%[12.8 µM]	-2%	10%
O=S(=O)(Nc1cccnc1)c1cccc(Cl)c1	3%	-8%	4%
CC(C)OC(=O)C(C#N)c1nc2ccccc2nc1N1CCN(Cc2ccccc2)CC1 (stereo not given)	-1%	5%	-1%
O=C(Nc1ccccc1-c1nc2ccccc2[nH]1)c1ccc(S(=O)(=O)N2CCCCC2)cc1	11%[12.8 µM]	-3%	-1%
COc1cc(/C=N/NC(=O)C(=O)NCC2CCCO2)ccc1OCC(=O)N1CCOCC1 (stereo not given)	-10%	5%	2%
Cc1ccc(C(=O)c2cc(C)sc2N)cc1	-3%	0%	6%
O=C1c2oc3ccccc3c(=O)c2C(c2ccc(Br)cc2)N1c1ccccn1 (stereo not given)	.	-10%	2%
COCCN1CC(=O)N2C(c3cccc(OC)c3)c3[nH]c4ccccc4c3C[C@H]2C1=O (stereo not given in full)	-6%	-10%	.
COC(=O)c1sccc1NC(=O)Nc1ccc(C(C)=O)cc1	-1%	16%	3%
Cc1ccc(C)c(N2CCN(C(=O)COc3cc(=O)n(C)c4ccccc34)CC2)c1	10%	0%	6%

6 entries picked at random from those above, as already listed:
SMILES	N370S GC	FEN1 inh	TDP1 block
CCN(CC)c1cc(C)c2cc(NC(=O)c3cccc(OC)c3OC)ccc2n1	.	-3%	0%
CC(C)OC(=O)C(C#N)c1nc2ccccc2nc1N1CCN(Cc2ccccc2)CC1 (stereo not given)	-1%	5%	-1%
COCCN1CC(=O)N2C(c3cccc(OC)c3)c3[nH]c4ccccc4c3C[C@H]2C1=O (stereo not given in full)	-6%	-10%	.
O=S(=O)(Nc1cccnc1)c1cccc(Cl)c1	3%	-8%	4%
COCCN=C1Sc2nc3ccc(C)cc3cc2CN1Cc1cccs1	3%	-2%	-5%
Cc1ccc(N2CCN(S(=O)(=O)c3nnc(NC(=O)c4cccc(F)c4)s3)CC2)cc1	.	19%	-1%

(further entries)
SMILES	N370S GC	FEN1 inh	TDP1 block
CCCCc1ccc(NC(=O)COc2ccc(C(=O)Nc3ccccc3C)cc2)cc1	-13%	.	1%
CCC(C)(C(=O)NC1CCCC1)N(C)C(=O)c1ccccn1 (stereo not given)	9%	-3%	3%
COc1ccccc1C(=O)n1nc(-c2cccnc2)nc1N	-5%	-3%	5%
CC(NC(=O)c1ccc(Br)cc1)c1ccc2c(c1)CCCC2 (stereo not given)	13%	-10%	5%
CCC(=O)NCc1cc(-c2nn(C)c(=O)c3ccccc23)ccc1OC	-6%	-15%&16%	5%&1%
COCCN(CC(=O)Nc1cccc(C)c1C)C(=O)Cn1cnc2ccccc2c1=O	1%	8%	8%
C/C(=N\S(=O)(=O)c1ccc(C)cc1)NC(=S)Nc1ccc(C)cc1	6%	1%	5%
COC(=O)Cn1c(=O)c2c(nc3n2CC(C)CN3CCc2ccccc2)n(C)c1=O (stereo not given)	3%	18%	.
COc1ccc(C2C(C#N)=C(N)Oc3c2oc(CO)cc3=O)cc1 (stereo not given)	-2%	0%	7%
N/C(=N\OC(=O)/C=C/c1ccccc1)c1cccnc1	3%	3%	8%
N#Cc1ccccc1NC(=O)CSc1nnc(N)s1	.	10%	-5%[12.3 µM]
Cc1cccc(C)c1NC(=O)CCCN1CC(C)OC(C)C1 (stereo not given)	-7%	-1%	-1%
CCOc1ccccc1-n1nnnc1SCC(=O)Nc1cc2oc3ccccc3c2cc1OC	4%	-2%	5%
Cc1cccc(NC(=O)N2CCCCCC2)c1C	-9%	-15%	1%
COc1ccc(C)cc1NC(=O)c1sc2ncnc(N3CCN(c4ccccn4)CC3)c2c1C	0%	-2%	1%
COc1cc(Br)c(CC(=O)NC2CC2)cc1OC	2%	-7%	0%
CCOc1ccc(NC(=O)C2CCN(S(C)(=O)=O)CC2)cc1	5%	19%	.
CCC(C)(C)NC(=O)C(c1ccc(C)cc1)N(Cc1ccco1)C(=O)CCC(=O)Nc1nccs1 (stereo not given)	-2%	0%	2%
O=C(N[C@@H]1c2ccccc2CC[C@@H]1OCc1ccccc1)c1ccc(C(F)(F)F)cc1	.	16%	-2%[56.1 µM]
O=C(NCC1CCCO1)c1nn2c(C(F)(F)F)cc(-c3ccc(Br)o3)nc2c1Br (stereo not given)	14%	-7%	4%[0.0935 µM]

By substructure: the compounds so far containing a COOH group.
SMILES	N370S GC	FEN1 inh	TDP1 block
CC(C)(C)c1ccc(/C=C/C(=O)O)s1	-5%	10%	5%
O=C(O)/C=C/c1nc(-c2ccccc2)n2ccccc12	27%	-15%	-5%

(next part)
SMILES	N370S GC	FEN1 inh	TDP1 block
Cc1cccc(NC(=O)c2ccccc2NC(=O)C2CCCCC2)c1C	10%	-2%	-9%
CCC(C(=O)NC(C)CCc1ccco1)n1nc(C)n2c(cc3occc32)c1=O (stereo not given)	-1%	-6%	0%
O=C1CCC(C(=O)OCc2nnc(-c3ccccc3)o2)=NN1	-4%	7%	-11%[0.505 µM]
COc1cccc(C(=O)CC(=O)C(=O)Nc2ccc([N+](=O)[O-])cc2C)c1	-9%	?	.
O=S(=O)(c1ccccc1)C(/C=N\O)/C=C/c1ccccc1 (stereo not given)	-10%	-6%	7%
CC1=C(C)C(O)N(Cc2ccccc2)C1=O (stereo not given)	-3%	2%	2%
CCc1nccn1S(=O)(=O)c1ccc2ccccc2c1	5%	-11%	4%
CC1Oc2ccccc2N(Cc2ccccc2Cl)C1=O (stereo not given)	7%	-10%	-5%
O=C(/C=C/c1ccc2c(c1)OCCO2)c1ccccc1	5%	-18%	.
CSc1nn(CC(=O)Nc2ccccc2F)c(N)c1S(=O)(=O)c1ccccc1	.	-12%	0%
CN(C(=O)CSc1nnc(N)s1)c1c(N)n(Cc2ccccc2)c(=O)[nH]c1=O	1%	-10%	-4%
COc1cc(NC(=O)CCn2nc(C)cc2C)cc(OC)c1OC	.	20%	2%
COc1cc2c(cc1OC)CN(C(=O)c1oc3ccccc3c1C)CC2	-2%	-11%	5%[0.0935 µM]
